# Screens (PubChem BioAssay)
# CBFb RUNX1 block = inhibitors of human CBF-beta and RUNX1 interaction | AID 1477 | Potency, µM (titrated, usually from 59.8 µM), for inactives: top-dose activity, negative = inhibition, most hits filed as inhibitors | AlphaScreen CBFb-His/RUNX1-biotin binding, biochemical | 230,000 tested, under 10 active; further: % of control where 0% means no effect
# Target sequence (Q01196 whole entry, looked up): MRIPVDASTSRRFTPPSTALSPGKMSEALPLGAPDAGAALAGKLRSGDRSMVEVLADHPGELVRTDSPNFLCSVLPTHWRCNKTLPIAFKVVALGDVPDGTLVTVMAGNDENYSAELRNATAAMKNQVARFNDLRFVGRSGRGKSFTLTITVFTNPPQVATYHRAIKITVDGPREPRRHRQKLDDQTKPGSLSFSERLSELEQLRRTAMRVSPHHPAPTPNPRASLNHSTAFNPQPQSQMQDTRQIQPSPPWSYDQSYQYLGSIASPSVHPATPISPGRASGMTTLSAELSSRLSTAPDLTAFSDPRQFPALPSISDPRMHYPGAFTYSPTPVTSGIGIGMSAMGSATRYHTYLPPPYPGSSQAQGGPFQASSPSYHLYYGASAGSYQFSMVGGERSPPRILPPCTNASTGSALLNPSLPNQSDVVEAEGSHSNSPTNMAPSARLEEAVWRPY
# Target sequence (Q13951 whole entry, looked up): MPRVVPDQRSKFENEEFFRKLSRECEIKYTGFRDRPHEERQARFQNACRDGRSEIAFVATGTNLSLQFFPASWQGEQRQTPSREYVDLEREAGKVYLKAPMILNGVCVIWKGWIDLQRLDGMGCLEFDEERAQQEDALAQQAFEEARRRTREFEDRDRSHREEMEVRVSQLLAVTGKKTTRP
#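 CBFb-His/RUNX1-biotin, 30 nM each, preincubated 20 min RT; compound 15 min RT; Ni + streptavidin beads 50 ng each, 90 min RT; AlphaScreen read.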
# KinaseGlo FLuc = counter-screen: inhibitors of Kinase-Glo firefly luciferase; Q27757; Kinase-Glo luciferase, ATP luminescence, 8 min; Potency, µM (highest dose often 38.3 µM), inactives show at the highest dose activity change, negative = inhibition, most hits filed as inhibitors; 0.28% of 200,000 active; further: potency means the concentration at half of the fitted maximal effect; on the % scale 0 is the no-effect control and ±100 the full control effect; nearly all actives have a fitted effect of over 60% in size
#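 Compound is pinned into ATP-containing buffer (10 uM ATP, imidazole pH 7.2, 7 mM MgCl2). Kinase-Glo luciferase reagent is then added. Light output is recorded following an 8-min room-temperature incubation.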
# IMPase Li cell = IMPase inhibition in cells with lithium potentiation; CHO-M1 cells, IP1 TR-FRET (IP-One), carbachol + lithium; Potency, µM (titrated, usually from 59.4 µM), without a hit: at the top dose activity, negative = IMPase inhibition, hits mostly inhibitors; 0.35% of 210,000 active; AID 1457;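 further: IP1 builds up when IMPase is blocked and the TR-FRET signal falls; potency means the concentration at half of the fitted maximal effect; plate controls were basal vehicle for no effect and high inhibitor control for full effect; nearly all actives have a fitted effect of over 50% in size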
#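 IP1 accumulation measured by competitive TR-FRET in lysed CHO-M1 cells after 30 min compound exposure at 37C, with a small lithium addition to potentiate weak responses. Hill-equation AC50 from ratio and donor-channel data.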
# Epigenetic derep = regulators of epigenetic silencing causing reporter derepression in mouse cells | murine LDR cells, GFP reporter derepression, 30 h | 0.2% of 280,000 active | Potency, µM (series often up to 53.9 µM), inactives show at the top dose GFP activation, hits mostly activators; further: potency means the concentration at half of the fitted maximal effect; % of control where 0% means no effect; nearly all actives have a fitted effect of over 60% in size
#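 Murine LDR cells bearing a silenced CMV-driven GFP reporter were exposed to compound for 30 h at 37 C. After PBS washes, GFP-positive cells (20-120 um objects) counted by laser-scanning microplate cytometry.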
# Lamin A splicing = LMNA splicing modulation; HeLa LMNA splicing GFP/RFP minigene ratio, 48 h; Potency, µM (highest dose often 46.1 µM), inactives show at the highest dose ratio change, negative = inhibition, most hits filed as inhibitors; 0.01% of 200,000 active; AID 1487; active means well fitted inhibition curve with a large enough effect in the signal ratio, with a control signal flat, not every such curve was filed as active; inconclusive means small, poorly fitted or top-dose-only effect, or effect the other way, or a change in a side signal; the % refers to the signal ratio; further: potency means the concentration at half of the fitted maximal effect; on the % scale 0 is the no-effect control and ±100 the full control effect
#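 Read-out is the ratio of GFP to DsRed2 object intensity, acquired by 488 nm laser-scanning cytometry on HeLa lamin A-EGFP minigene reporter cells. Compound incubation 48 hrs at 37 °C in Opti-MEM with 2% FBS; DMSO 0.5% final.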
# HttQ103 aggreg = inhibitors of mutant huntingtin aggregate formation in PC12 cells. 1.1% of 220,000 active. AID 1688. Potency, µM (titrated, usually from 46.1 µM), without a hit: at the highest dose activity change, negative = inhibition, most hits filed as inhibitors. PC12 HttQ103-GFP aggregates, Acumen cytometry, 40 h; further: potency means the concentration at half of the fitted maximal effect; on the % scale 0 is the no-effect control and ±100 the full control effect; nearly all actives have a fitted effect of over 60% in size
#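 Quantitative HTS on tebufenozide-induced (100 nM) PC12 cells stably expressing polyQ103 Huntingtin exon 1–GFP. Reduction of bright GFP aggregates, detected by laser scanning cytometry after lysis, identified actives across the titration.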
# NPSR antagonist = neuropeptide S receptor (human) antagonism, cAMP. Q6W5P4. CHO-NPSR cells, cAMP TR-FRET, antagonist mode. Potency, µM (doses to about 38.3 µM), for inactives: top-dose activity change, negative = inhibition, actives largely listed as inhibitors. 1% of 220,000 active; further: potency means the concentration at half of the fitted maximal effect; on the % scale 0 is the no-effect control and ±100 the full control effect; nearly all actives have a fitted effect of over 50% in size; many of its hits are not listed in these tables
# Target sequence (Q6W5P4 whole entry, looked up): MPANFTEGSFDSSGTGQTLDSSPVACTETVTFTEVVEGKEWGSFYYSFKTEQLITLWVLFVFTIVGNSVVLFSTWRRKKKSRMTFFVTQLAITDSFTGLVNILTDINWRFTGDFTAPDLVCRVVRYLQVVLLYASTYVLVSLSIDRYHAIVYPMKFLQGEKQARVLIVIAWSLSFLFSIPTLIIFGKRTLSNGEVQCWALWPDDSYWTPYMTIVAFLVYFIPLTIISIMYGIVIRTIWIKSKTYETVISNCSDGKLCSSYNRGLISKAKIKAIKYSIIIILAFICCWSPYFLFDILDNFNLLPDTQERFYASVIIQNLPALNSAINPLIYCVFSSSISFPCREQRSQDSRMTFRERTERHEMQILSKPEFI
# An asterisk follows results filed as active; ? = inconclusive; nt = not tested or not shown; [ ] = remark or other dose. Unless noted, the call rests on the fitted dose curve; in most records, active means well fitted curve in the direction sought with a large enough effect; inconclusive means small, poorly fitted or top-dose-only effect, or another doubt; inactive means no such curve, though single readings can be large; an effect the other way counts as inactive or inconclusive.
# Order of results: CBFb RUNX1 block	KinaseGlo FLuc	Lamin A splicing	IMPase Li cell	Epigenetic derep	HttQ103 aggreg	NPSR antagonist
> O=C(C[n+]1ccc(/C=C/c2ccccc2)cc1)c1ccc2c(c1)OCCO2
→ -3%	nt	nt	nt	0.0%	-14%[9.22 µM]	-19%
> CSc1nnc(C(C)(C)C)c(=O)n1/N=C/c1ccc(Cl)cc1
→ 0%	nt	nt	nt	0.1%	-10%[9.22 µM]	3%
> C#CCn1cc(/C=N/NC(=O)c2cc3ccccc3o2)c2ccccc21
→ 5%	2%	-15%	-3%	0.0%	7%	-12%
> CC1=CC(c2ccccc2)n2nnnc2N1 (stereo not drawn)
→ 10%	nt	nt	nt	-5.6%	30%[9.22 µM]	9%
> CC(C)NS(=O)(=O)c1ccc(Oc2ncc(C(F)(F)F)cc2Cl)cc1
→ 18%	0%	-9%	15%[38.3 µM]	-0.6%	-12%	-10%[46.1 µM]
> Cc1ccc2c(c1)c1c(n2CC(O)CNC(CO)(CO)CO)CCCC1 (stereo not drawn)
→ -8%	4%	5%	6%[38.3 µM]	-1.9%	0%	-7%[46.1 µM]
> CCOC(=O)N1CCN(c2ncnc3c2[nH]c2ccc(OC)cc23)CC1
→ 1%	-10%	?	8%[38.3 µM]	0.1%	12%	-13%[46.1 µM]
> CCC1CCCCN1C(=O)CCCOc1ccccc1 (stereo not drawn)
→ 1%	-1%	13%	3%[38.3 µM]	0.0%	1%	-9%[46.1 µM]
> COc1ccc(C2c3[nH]c4ccccc4c3CCN2Cc2ccoc2)c(F)c1 (stereo not drawn)
→ -12%	4%	?	20%	-1.8%	-7%[9.22 µM]	?
> Oc1ccc(N=Nc2n[nH]c(-c3ccc(Br)cc3)n2)cc1
→ -7%	1%	?	-8%	1.3%	?	-12%[46.1 µM]
> O=C(O)c1cccc(NC(=S)N/N=C/c2ccccc2OCc2ccc(Br)cc2)c1
→ -26%	-3%	4%[46 µM]	15%	-1.3%	-15%	-46%
> Cc1cc(-c2nc(C)c(-c3nnc(SCC(=O)Nc4ccc(Cl)cc4)n3C)s2)no1
→ -1%	nt	nt	nt	1.3%	-23%[9.22 µM]	?
> COc1ccc(N2C(=O)C(CC(=O)Nc3ccc(Cl)cc3)N(NC(=O)c3cccc(F)c3)C2=S)cc1 (stereo not drawn)
→ 12%	nt	nt	nt	0.0%	-14%[9.22 µM]	-47%
> COC(=O)c1cccc(NS(=O)(=O)c2cccs2)c1C
→ 7%	-2%	8%	-13%[38.3 µM]	-0.1%	2%	-11%[46.1 µM]
> COc1ccc(C2=NOC(C(=O)NCc3cccs3)C2)cc1OC (stereo not drawn)
→ -3%	-1%	-8%	34%[activator][38.3 µM]	-2.3%	-12%	9%[46.1 µM]
> Nc1ccc(C(=O)c2cccs2)cc1
→ 1%	-3%	-1%	-5%	-4.3%	?	5%
> CCCNC(=O)c1oc2ccc3c(c2c1C)C(=O)CC(C)(C)O3
→ -8%	-7%	8%	29%[38.3 µM]	-1.0%	21%	-7%[46.1 µM]
> CCOC1(/N=C(\C)NS(=O)(=O)c2ccc(Cl)cc2)C(C)=CC(=O)C=C1C
→ 13%	-1%	11%[46 µM]	-2%	-5.3%	8%	14%
> CC(C)C(=O)Nc1ccc(NC(=O)c2cccs2)cn1
→ 6%	9%	-1%	-4%[38.3 µM]	-6.2%	2%	-10%[46.1 µM]
> Cc1ccc(C2CC(C(F)(F)F)n3nc(C(=O)NCC4CCCO4)cc3N2)cc1 (stereo not drawn)
→ 0%	-5%	13%	3%[38.3 µM]	-0.7%	16%	-5%[46.1 µM]
> Brc1ccc2cccnc2c1
→ -18%	-3%	-1%	-16%[38.3 µM]	-1.1%	?	9%[46.1 µM]
> CC1CCc2c(sc(NC(=O)c3nc4ncccn4n3)c2C#N)C1 (stereo not drawn)
→ 15%	nt	nt	nt	0.0%	-1%[9.22 µM]	18%
> COC(=O)c1sccc1NC(=O)CC1C(=O)NCCN1C(=O)c1ccc(F)cc1 (stereo not drawn)
→ 1%	nt	nt	nt	0.0%	-1%[9.22 µM]	-3%
> COc1cccc(/C=N/Nc2nc(Nc3ccccc3)nc(-n3nc(C)cc3C)n2)c1O
→ ?	-5%	?	33%[activator][38.3 µM]	2.5µM*	1.1µM*	2.5µM*
> COC(=O)c1sccc1NC(=S)OC
→ 2%	nt	nt	nt	-0.2%	2%[9.22 µM]	-11%
> CCOC(=O)c1sc(=NC(=O)C2CC2)n(C)c1C
→ 13%	1%	-14%[46 µM]	-8%	13%	-4%	10%
> CC12CCC(C(=O)O)(c3nc4cc([N+](=O)[O-])ccc4nc31)C2(C)C (stereo not drawn)
→ 12%	nt	nt	nt	0.0%	-5%[9.22 µM]	0%
> COc1cccc(C2NC(C)(C(=O)O)C3C(=O)N(C(C)C)C(=O)C23)c1O (stereo not drawn)
→ 4%	16%	5%	0%[38.3 µM]	-1.3%	-1%	3%[46.1 µM]
> O=C1CC(NNC(=O)c2cccc(F)c2)C(=O)N1 (stereo not drawn)
→ 2%	nt	nt	nt	-1.3%	-23%[9.22 µM]	-15%
> Clc1ccccc1-c1nnc(-c2ccccc2Cl)o1
→ 13%	-7%	-1%	13%	-0.1%	1%	-16%

# HttQ103 aggreg: entries above that show a hit.
canonical_smiles | CBFb RUNX1 block | Lamin A splicing | IMPase Li cell | Epigenetic derep | HttQ103 aggreg | NPSR antagonist
COc1cccc(/C=N/Nc2nc(Nc3ccccc3)nc(-n3nc(C)cc3C)n2)c1O | ? | ? | 33%[activator][38.3 µM] | 2.5µM* | 1.1µM* | 2.5µM*

# Continued:
# Order of results: CBFb RUNX1 block	KinaseGlo FLuc	Lamin A splicing	IMPase Li cell	Epigenetic derep	HttQ103 aggreg	NPSR antagonist
> COc1ccc(C(=O)Nc2ccccc2-c2nnn(CC(=O)NCc3ccco3)n2)cc1
→ 7%	-2%	15%	-14%[38.3 µM]	16%	10%	-13%[46.1 µM]
> O=C1/C(=C/c2cccs2)CCc2ccccc21
→ 2%	11µM*	-11%	8%[38.3 µM]	-2.9%	-4%	7%[46.1 µM]
> O=C(CN1CCCCC1)Nc1cccc(-n2cnnn2)c1
→ 6%	-1%	-2%	2%[38.3 µM]	-0.6%	-26%	8%[46.1 µM]
> c1ccc(C2=Nn3c(nnc3-c3n[nH]c4c3CCC4)SC2)cc1
→ 0%	-7%	?	-1%[38.3 µM]	-4.2%	-7%	-14%[46.1 µM]
> NC(=O)c1c(NC(=O)c2ccco2)sc2c1CCC2
→ 3%	-11%	-2%	8%[38.3 µM]	0.8%	-6%	-12%[46.1 µM]
> Cc1ccc(C(C)C)c(OCCNS(C)(=O)=O)c1
→ 4%	1%	11%	-14%[38.3 µM]	-0.7%	-2%	-13%[46.1 µM]
> CN1C(=O)C(O)(CC(=O)/C=C/C=C/c2ccccc2)c2ccccc21 (stereo not drawn)
→ 2%	-2%	-25%	-6%	3.0%	10%	11%
> O=C(Nc1ccccc1)c1ccc(C(=O)Nc2ccccc2)nc1
→ 0%	2%	10%[46 µM]	-10%	-1.5%	-2%[9.22 µM]	2%
> CCN(CC)C(=O)c1c(C)nc2ccccn12
→ 2%	-1%	23%	18%[38.3 µM]	1.3%	3%	-18%[46.1 µM]
> O=C1CSC(c2cccnc2)N1Cc1ccc(Cl)cc1Cl (stereo not drawn)
→ 8%	nt	nt	nt	1.9%	-2%[9.22 µM]	-10%
> O=C(N/N=C/c1cccnc1)c1ccccc1OCc1cccc(Br)c1
→ 5%	1%	-8%[9.22 µM]	18%	-1.8%	-13%	-37%
> COc1ccc(C(=O)NN/C(=N/S(=O)(=O)c2ccc(C)cc2)c2ccccc2)cc1
→ 2%	nt	nt	nt	-2.9%	-1%[9.22 µM]	19%
> O=C(CN1C(=O)NC2(CCCCCC2)C1=O)NCc1ccco1
→ 6%	-1%	4%	7%[38.3 µM]	-1.6%	-2%	-3%[46.1 µM]
> COc1cccc(/C=N/n2cncn2)c1OCC#N
→ 3%	1%	-7%	-2%	-0.9%	20%	-6%[46.1 µM]
> CC(Oc1ccccc1)C(=O)N1CCCc2ccccc21 (stereo not drawn)
→ 7%	-3%	17%	7%[38.3 µM]	-0.2%	-4%	-13%[46.1 µM]

# Some entries already given with just IMPase Li cell and HttQ103 aggreg:
canonical_smiles,IMPase Li cell,HttQ103 aggreg
O=C(Nc1ccccc1)c1ccc(C(=O)Nc2ccccc2)nc1,-10%,-2%[9.22 µM]
Cc1ccc(C(C)C)c(OCCNS(C)(=O)=O)c1,-14%[38.3 µM],-2%
COc1cccc(/C=N/n2cncn2)c1OCC#N,-2%,20%

# Additional results follow.
# Order of results: CBFb RUNX1 block	KinaseGlo FLuc	Lamin A splicing	IMPase Li cell	Epigenetic derep	HttQ103 aggreg	NPSR antagonist
> O=C1OCCC1Sc1nc2cc(Cl)ccc2s1 (stereo not drawn)
→ 14%	-1%	2%	-11%[38.3 µM]	0.6%	-4%	-9%[46.1 µM]
> COc1ccc(OCC(=O)NNC(=O)c2cccnc2)cc1
→ -3%	-2%	-6%	3%[38.3 µM]	0.0%	6%	-1%[46.1 µM]
> O=S(=O)(c1cccc(Cl)c1)N1CCCC1
→ -11%	2%	0%	25%[38.3 µM]	0.0%	-12%	28%[46.1 µM]
> Cc1ccc(C=Nc2ccccc2C(N)=O)o1
→ -1%	?	23%	-9%	-5.7%	0%	11%
> Clc1ccc(-c2cn3c(n2)-c2ccccc2C3)cc1Cl
→ -9%	?	-11%	0%	0.0%	0%	-19%[46.1 µM]
> COc1ccc(CSCC(=O)N/N=C/c2ccccc2OCc2ccccc2)cc1
→ -6%	-8%	-11%	32%[activator][38.3 µM]	0.0%	-10%	-3%[46.1 µM]
> CCNC(=O)c1ccccc1-c1nc(-c2ccccc2Cl)no1
→ 4%	-4%	9%	7%[38.3 µM]	-1.6%	4%	5%[46.1 µM]
> CCCCCCCCCC[n+]1cccc2c3ccccc3ccc21
→ 5%	-2%	nt	13%	-3.5%	?	?
> CCn1cc(C2=NOC(C(=O)Nc3ccc4c(c3)OCO4)C2)c(C)n1 (stereo not drawn)
→ -5%	-5%	?	2%[38.3 µM]	-0.2%	-24%	-1%[46.1 µM]
> CCN(CC)C(=O)CSc1nc2ccccc2c(=O)n1CC
→ -3%	-2%	4%	20%[38.3 µM]	-0.2%	7%	-9%[46.1 µM]

# The list is partial. The share of hits here may be higher or lower than overall.
